Pin1 inhibitor: human Pin1 inhibition; Q13526; Pin1 FP peptide displacement, HiFluor488, 10 min; Potency, µM (titrated, usually from 115 µM), for the others: at the highest dose activity, negative = inhibition, hits mostly inhibitors; hit rate 0.009% among 390,000; active = well fitted inhibition curve with a large enough effect in the polarisation, with a control signal flat, not every such curve was filed as active; inconclusive = small, poorly fitted or top-dose-only effect, or effect the other way, or a change in a side signal; inactive = no such curve, though single readings can be large or run the other way; the % refers to the polarisation; also: potency is read from the fitted curve at half-maximal effect; % is scaled to controls: 0 for no effect and ±100 for the full control effect
Target sequence (Q13526 whole entry, looked up): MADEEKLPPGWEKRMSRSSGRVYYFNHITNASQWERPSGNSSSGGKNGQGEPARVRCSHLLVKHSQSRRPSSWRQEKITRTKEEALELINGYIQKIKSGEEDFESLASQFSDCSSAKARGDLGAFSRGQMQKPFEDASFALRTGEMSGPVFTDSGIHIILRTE
G9a inh: inhibitors of human histone lysine methyltransferase G9a; Q96KQ7; G9a H3K9 monomethylation, AlphaScreen, 2 h; Potency, µM (top dose mostly 102 µM), for the others: at the highest dose activity, negative = inhibition, actives largely listed as inhibitors; hit rate 8.8% among 350,000; also: potency is read from the fitted curve at half-maximal effect; % is scaled to controls: 0 for no effect and ±100 for the full control effect; nearly all actives have a fitted effect of over 75% in size
Target sequence (Q96KQ7 913-1193 limits assumed): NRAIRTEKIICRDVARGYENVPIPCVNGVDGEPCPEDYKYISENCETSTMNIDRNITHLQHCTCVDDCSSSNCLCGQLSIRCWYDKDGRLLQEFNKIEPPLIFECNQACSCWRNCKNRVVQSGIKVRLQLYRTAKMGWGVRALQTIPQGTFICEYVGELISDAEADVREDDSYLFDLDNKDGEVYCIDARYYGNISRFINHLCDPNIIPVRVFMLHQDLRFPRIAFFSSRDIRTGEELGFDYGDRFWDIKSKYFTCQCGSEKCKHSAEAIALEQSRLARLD
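AlphaScreen read-out: biotin-H3K9 peptide (500 nM) methylation by 20 nM enzyme with 20 uM SAM, 2 h at room temperature after 15 min compound preincubation; anti-monomethyl H3K9 antibody plus donor/acceptor beads, 10 min dark.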
PI4K2A inh: blocks human PI4K2A kinase activity; Q9BTU6; purified PI4K2A, ADP-Glo luminescence, 1 h; stronger effect = lower value; activity change, negative = inhibition, % at 76.9 µM; hit rate 0.13% among 420,000; in the data active = activity change below about -50%; inconclusive = mostly about -30% to -49%;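 also: -100% = wells without enzyme as full effect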
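ADP-Glo luminescence measured ADP generated by PI4K2A enzyme (4 ug/mL before mixing) with 1.2 mM PI substrate (pre-mix) and 300 microM ATP (pre-mix). Tris pH7.5 buffer with MgCl2, Triton X-100; 1 h reaction at ambient temperature.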
ERG-DNA inh: blocks human ERG Ets domain binding to DNA; P11308; fluorescence polarization, His-ERG Ets domain / labelled DNA; Potency, µM (titrated, usually from 76.9 µM), for inactives: at the top dose FP activity, negative = inhibition, hits mostly inhibitors; hit rate 0.028% among 370,000; active = well fitted inhibition curve with a large enough effect in the polarisation, with a control signal flat; inconclusive = small, poorly fitted or top-dose-only effect, or effect the other way, or a change in a side signal; inactive = no such curve, though single readings can be large or run the other way; the % refers to the polarisation;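 also: polarization taken with two DNA probes labelled with fluorescein and Texas red; potency is read from the fitted curve at half-maximal effect; % of control where 0% means no effect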
Target sequence (P11308 whole entry, looked up, the tested form may be a part): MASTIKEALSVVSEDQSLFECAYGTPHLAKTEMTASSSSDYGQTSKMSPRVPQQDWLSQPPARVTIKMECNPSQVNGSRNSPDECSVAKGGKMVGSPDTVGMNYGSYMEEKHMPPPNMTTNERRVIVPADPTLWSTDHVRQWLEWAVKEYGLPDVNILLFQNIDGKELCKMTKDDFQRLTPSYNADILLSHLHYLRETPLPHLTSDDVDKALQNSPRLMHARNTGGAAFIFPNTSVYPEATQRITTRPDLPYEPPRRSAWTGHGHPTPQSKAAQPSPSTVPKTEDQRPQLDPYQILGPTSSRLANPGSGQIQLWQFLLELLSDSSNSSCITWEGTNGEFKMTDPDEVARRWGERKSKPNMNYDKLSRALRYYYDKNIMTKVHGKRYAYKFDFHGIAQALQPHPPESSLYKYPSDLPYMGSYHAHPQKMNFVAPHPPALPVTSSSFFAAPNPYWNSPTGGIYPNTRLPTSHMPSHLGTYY
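His-tagged ERG Ets domain (1 uM in the protein solution; 300mM KCl, 50mM Tris-HCl, 1mM EDTA, 1mM DTT, pH 7.5) received compound, then a probe mix of 5 nM fluorescein-DNA and 100nM Texas-615-DNA. Fluorescence polarization was read for both dyes.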
GLS inh: glutaminase GLS (human) inhibition; O94925; GLS enzymatic activity, qHTS titration; Potency, µM (doses to about 45.5 µM), inactives show at the highest dose activity change, negative = inhibition, actives largely listed as inhibitors; hit rate 0.21% among 410,000; also: potency is read from the fitted curve at half-maximal effect; % is scaled to controls: 0 for no effect and ±100 for the full control effect
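Enzyme dispensed in phosphate buffer (45 mM, pH 8.2, 0.02% Tween-20), compounds pinned in, then 1 mM L-glutamine solution and the glutamate oxidase–HRP–Amplex Red mix added; fluorescence read immediately and again after 30 min at room temperature.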
PGK inhibitor: inhibitors of T. brucei phosphoglycerate kinase. hit rate 0.043% among 380,000. Potency, µM (titrated, usually from 57.5 µM), inactives show at the highest dose activity change, negative = inhibition, hits mostly inhibitors. PGK/GAPDH coupled, Kinase-Glo luminescence, 60 min. AID 602233; also: potency is read from the fitted curve at half-maximal effect; % is scaled to controls: 0 for no effect and ±100 for the full control effect; nearly all actives have a fitted effect of over 60% in size
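Recombinant glycosomal PGK reaction used 1,3-bisphosphoglycerate generated in-well by GAPDH (100nM final) in 100mM TEA pH 7.6, 5mM MgCl2, 0.01% Tween-20. After 60 minutes at room temperature, ATP was read by Kinase-Glo Plus luminescence end-point.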
BAZ2B block: blocks human BAZ2B; AlphaScreen BAZ2B-H3K14Ac peptide displacement; Potency, µM (titrated, usually from 114 µM), without a hit: at the top dose activity change, negative = inhibition, most hits filed as inhibitors; hit rate 4.4% among 360,000; AID 504333; also: potency is read from the fitted curve at half-maximal effect; % is scaled to controls: 0 for no effect and ±100 for the full control effect; nearly all actives have a fitted effect of over 60% in size
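Inhibition is scored as reduced AlphaScreen emission. The BAZ2B/b-H3(5-23)K14Ac complex (50 nM each) in PBS pH 7.4, 0.01% Tween-20 meets compound (up to 110 uM) for 30 min at RT before bead addition.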
JMJD2A Tudor inh: inhibitors of human JMJD2A Tudor domain; Potency, µM (series often up to 114 µM), for the others: top-dose activity change, negative = inhibition, usual class: inhibitors; hit rate 4.4% among 390,000; AlphaScreen JMJD2A-Tudor / H3K4me3 peptide binding; O75164; also: potency is read from the fitted curve at half-maximal effect; % is scaled to controls: 0 for no effect and ±100 for the full control effect; nearly all actives have a fitted effect of over 50% in size
HP1b chromo inh: inhibitors of HP1-beta chromodomain binding to methylated histone tails | P83916 | AlphaScreen HP1-beta / biotin-H3K9me3 peptide binding | Potency, µM (series often up to 114 µM), without a hit: at the top dose activity change, negative = inhibition, actives largely listed as inhibitors | hit rate 0.56% among 390,000 | AID 540317; also: potency is read from the fitted curve at half-maximal effect; nearly all actives have a fitted effect of over 70% in size; inactives centre near 23
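HP1-beta protein (50 nM final) preincubated 30 min at room temperature with biotinylated H3(1-18)K9me3 peptide (50 nM) in PBS pH 7.4, 0.01% Tween-20, then compound added for 30 min. AlphaScreen streptavidin donor/nickel chelate acceptor beads (10 ug/mL final), 30 min dark, luminescence read.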
* hit, by the source's call; [ ] = remark or other dose. Unless noted, calls follow the shape of the dose curve; as a rule, active = well fitted curve in the direction sought with a large enough effect; inconclusive = small, poorly fitted or top-dose-only effect, or another doubt; inactive = no such curve, though single readings can be large; an effect the other way counts as inactive or inconclusive.

What do the screens show for `O=C(C1CCCN1S(=O)(=O)c1cccc2nsnc12)N1CCCCC1` (centres undefined)?
Pin1 inhibitor: -12%; G9a inh: 10%; PI4K2A inh: -2; ERG-DNA inh: 7%; GLS inh: 0%; PGK inhibitor: inactive; BAZ2B block: -12%; JMJD2A Tudor inh: -12%; HP1b chromo inh: 1%

Results for CC(C)(C)c1ccc(C(=O)c2c[nH]c(C(=O)NCCc3ccccn3)c2)cc1 ?
Pin1 inhibitor: 1%; G9a inh: 23%; PI4K2A inh: -7; ERG-DNA inh: 18%; GLS inh: 2%; PGK inhibitor: inactive; BAZ2B block: -7%; JMJD2A Tudor inh: -18%; HP1b chromo inh: -4%

Results for CCOc1ccc(/C=C2\SC(=S)N(CC(=O)N(CCO)C(C)(C)C)C2=O)cc1 ?
Pin1 inhibitor: 2%; G9a inh: -12%; PI4K2A inh: -1; ERG-DNA inh: 1%; GLS inh: -5%; PGK inhibitor: -10%; BAZ2B block: -27%; JMJD2A Tudor inh: -1%; HP1b chromo inh: 2%

How did CCOC(=O)Cc1csc(NC(=O)CCN2C(=O)c3ccccc3C2=O)n1 do in these assays?
Pin1 inhibitor: -17%; G9a inh: 0%[59 µM]; PI4K2A inh: 1; GLS inh: -4%; BAZ2B block: 6%; JMJD2A Tudor inh: -24%; HP1b chromo inh: 4%

How did CCCCCCSc1cc(-c2nc3cnccn3c2NCCCC)ccc1OC do in these assays?
Pin1 inhibitor: inconclusive; PI4K2A inh: -1; ERG-DNA inh: 2%; GLS inh: 4%; PGK inhibitor: 9%; JMJD2A Tudor inh: inconclusive; HP1b chromo inh: 74%[activator]

What do the screens show for `COC(=O)CN1C(=O)Nc2ccc(Br)cc2C1c1ccccc1` (centres undefined)?
Pin1 inhibitor: 5%; G9a inh: 10%[59 µM]; PI4K2A inh: -1; ERG-DNA inh: -3%; GLS inh: 4%; PGK inhibitor: 8%; BAZ2B block: -7%; JMJD2A Tudor inh: -11%; HP1b chromo inh: 38%[activator]

What do the screens show for `CCCCc1ccc(NC(=O)Nc2cc(C)nn2C)cc1`?
Pin1 inhibitor: -7%; G9a inh: 8%; PI4K2A inh: 6; ERG-DNA inh: 32µM*; GLS inh: 0%; PGK inhibitor: -4%; BAZ2B block: -13%; JMJD2A Tudor inh: -15%; HP1b chromo inh: -7%

Results for O=C1c2ccccc2NC(c2ccc(Cl)cc2Cl)N1Cc1ccccc1 (centres undefined) ?
Pin1 inhibitor: -9%; G9a inh: inconclusive; PI4K2A inh: 0; ERG-DNA inh: -4%; GLS inh: 0%; PGK inhibitor: -5%; BAZ2B block: 13%; JMJD2A Tudor inh: 1%; HP1b chromo inh: 45%

What do the screens show for `COc1ccc(-c2cc(=O)oc3cc(OCC(=O)Nc4ccc(CCO)cc4)ccc23)cc1`?
Pin1 inhibitor: 0%; G9a inh: -8%; PI4K2A inh: 7; ERG-DNA inh: 12%; GLS inh: 0%; PGK inhibitor: 2%; BAZ2B block: -2%; JMJD2A Tudor inh: -16%; HP1b chromo inh: 47%[activator]

Results for CC(=O)CSc1nnc(CN2C(=O)CSc3ccc(C(F)(F)F)cc32)n1C ?
Pin1 inhibitor: 6%; G9a inh: 45µM*; PI4K2A inh: -2; ERG-DNA inh: -4%; GLS inh: 4%; PGK inhibitor: 7%; BAZ2B block: -1%; JMJD2A Tudor inh: -13%; HP1b chromo inh: 37%

Results for Cc1ccc(S(=O)(=O)Cn2nnnc2C(c2ccccn2)N2CCN(c3ccccc3)CC2)cc1 (centres undefined) ?
Pin1 inhibitor: 11%; G9a inh: 35µM*; PI4K2A inh: -2; GLS inh: -11%; PGK inhibitor: 0%; BAZ2B block: inconclusive; JMJD2A Tudor inh: -28%; HP1b chromo inh: -7%

What do the screens show for `Cc1nc(N2CCOCC2)nc(N2CCCC2)c1[N+](=O)[O-]`?
Pin1 inhibitor: -5%; G9a inh: 6%[59 µM]; PI4K2A inh: 0; ERG-DNA inh: 14%; GLS inh: 6%; PGK inhibitor: -2%; BAZ2B block: inconclusive; JMJD2A Tudor inh: inconclusive; HP1b chromo inh: -18%

How did Cc1ccccc1NC(=O)N1CCC(NC(=O)C2CCCCC2)CC1 do in these assays?
Pin1 inhibitor: -1%; G9a inh: 16%; PI4K2A inh: 4; ERG-DNA inh: 0%; GLS inh: -2%; PGK inhibitor: inactive; BAZ2B block: 2%; JMJD2A Tudor inh: -8%; HP1b chromo inh: 47%[activator]

What do the screens show for `CCOc1ccc(Nc2oc(-c3ccc(COc4ccccc4C)o3)nc2C#N)cc1`?
Pin1 inhibitor: 1%; G9a inh: -34%[59 µM]; PI4K2A inh: -3; ERG-DNA inh: -10%; GLS inh: 1%; PGK inhibitor: -13%; BAZ2B block: inconclusive; JMJD2A Tudor inh: -28%; HP1b chromo inh: 30%

What do the screens show for `Cc1ccc(-c2nn3c(-c4ccco4)nnc3c3ccccc23)cc1S(=O)(=O)NCC1CCCO1` (centres undefined)?
Pin1 inhibitor: 11%; G9a inh: 20µM*; PI4K2A inh: -1; ERG-DNA inh: -5%; GLS inh: 1%; PGK inhibitor: 1%; BAZ2B block: -25%; JMJD2A Tudor inh: -21%[57.1 µM]; HP1b chromo inh: 8%

What do the screens show for `OCc1cnc(SCc2ccc(F)cc2)n1Cc1ccc(F)cc1`?
Pin1 inhibitor: 6%; G9a inh: 25%[59 µM]; PI4K2A inh: 1; ERG-DNA inh: -3%; GLS inh: -1%; PGK inhibitor: 5%; BAZ2B block: 1%; JMJD2A Tudor inh: -28%; HP1b chromo inh: -4%[57 µM]

Results for CCN(CC)S(=O)(=O)c1ccc(N/N=C/c2cc(OC)c(OC)cc2OC)nc1 ?
Pin1 inhibitor: 6%; G9a inh: 17%[59 µM]; PI4K2A inh: -7; ERG-DNA inh: -11%; GLS inh: -3%; PGK inhibitor: -7%; BAZ2B block: 10%; JMJD2A Tudor inh: -17%; HP1b chromo inh: 37%

What do the screens show for `CCOC(=O)c1c(NC(=O)CN2CCN(C(=O)C3CCCO3)CC2)sc(C)c1C` (centres undefined)?
Pin1 inhibitor: 1%; G9a inh: inconclusive; PI4K2A inh: -3; ERG-DNA inh: 23%; GLS inh: -6%; PGK inhibitor: -2%; BAZ2B block: inconclusive; JMJD2A Tudor inh: -21%; HP1b chromo inh: 17%

Results for Cc1nc2c(C(=O)NCc3ccco3)cnn2c(C)c1Cc1ccc(F)cc1Cl ?
Pin1 inhibitor: 35%[activator]; G9a inh: inconclusive; PI4K2A inh: 6; ERG-DNA inh: 8%; GLS inh: inconclusive; PGK inhibitor: -2%; BAZ2B block: inconclusive; JMJD2A Tudor inh: -36%; HP1b chromo inh: -2%

Results for CCc1noc(C)c1C(=O)OCC(=O)c1ccc(NC(C)=O)cc1F ?
Pin1 inhibitor: 4%; PI4K2A inh: -5; ERG-DNA inh: -1%; GLS inh: -8%; PGK inhibitor: inactive; JMJD2A Tudor inh: -7%; HP1b chromo inh: 43%[activator]

What do the screens show for `C[C@H](NC(=O)c1[nH]cnc1C(=O)Nc1ccccc1)C(=O)OC(C)(C)C`?
Pin1 inhibitor: -3%; G9a inh: 29%[59 µM]; PI4K2A inh: -6; ERG-DNA inh: 16%; GLS inh: 3%; PGK inhibitor: 4%; BAZ2B block: 6%; JMJD2A Tudor inh: -27%; HP1b chromo inh: 37%[activator]

How did COc1ccc(Cl)cc1NC(=O)c1c(C(=O)Nc2cccc(C)c2C)sc2nc(C)cc(=O)n12 do in these assays?
Pin1 inhibitor: 0%; G9a inh: 11µM*; PI4K2A inh: -3; ERG-DNA inh: 5%; GLS inh: -11%; PGK inhibitor: 8%; BAZ2B block: -3%; JMJD2A Tudor inh: -6%; HP1b chromo inh: 5%

Results for O=C(CCNC(=O)N1CC(=O)Nc2ccccc21)Nc1ccc(Br)cc1F ?
Pin1 inhibitor: 8%; G9a inh: 29%; PI4K2A inh: 0; ERG-DNA inh: -2%; GLS inh: 3%; PGK inhibitor: -6%; BAZ2B block: 3%; JMJD2A Tudor inh: 8%; HP1b chromo inh: 21%

How did Cc1cc2nc(SCCOC(=O)Nc3ccc(Cl)cc3)nc(C)c2cc1C do in these assays?
Pin1 inhibitor: 5%; G9a inh: 2µM*; PI4K2A inh: -6; ERG-DNA inh: -2%; GLS inh: -2%; PGK inhibitor: -1%; BAZ2B block: -39%; JMJD2A Tudor inh: -16%; HP1b chromo inh: 22%

Source: PubChem BioAssay
